Compound activity: PubChem BioAssay, several laboratories
NCOA2 inhibitor = inhibition of GAL4-SRC2 driven luciferase reporter, primary screen, SRC2 inhibitor project, cell-based, luminescence; HEK293 GAL4-SRC2 luciferase reporter; AID 651957, 2012; Nuclear receptor coactivator 2 (Homo sapiens), Q15596; inhibition, % at 9 µM; 370,000 compounds, 0.17% hits;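 active = inhibition above the mean inhibition of all tested compounds plus 3 SD, set per campaign, cut at about 52% in these data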;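 note: 0% = DMSO treated cells and 100% = cells given Gossypol at 36 µM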
H9c2 protect = cardioprotection against H2O2-induced cell death, primary screen, uHTS, H9c2 cells, ATPLite luminescence; H9c2 cardiomyocytes, H2O2 injury protection, 2 h; protection from H2O2 cell death, % at 20 µM; 360,000 compounds, 0.63% hits; AID 588492, 2011;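 active = compounds giving at least 50% protection of heart cells from peroxide-induced death in the single-dose screen, raw or plate-pattern-corrected value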;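 note: 0% = DMSO wells with peroxide and 100% = DMSO wells without peroxide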
MC4R antag cAMP = MC4R antagonists of cAMP signaling, primary screen, cell-based, TR-FRET, antagonist arm of biased-ligand search; inhibition, % at 6.5 µM; MC4R-expressing cells, MTII-stimulated cAMP, LANCE TR-FRET; Melanocortin receptor 4 (Homo sapiens), P32245; AID 540295, 2011; 360,000 compounds, 0.48% hits;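 active = inhibition above its plate's cutoff, the mean of tested wells on that plate plus 3 SD, cut at about 29% in these data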;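 note: 0% = Melanotan II alone and 100% = Melanotan II plus saturating MCL0020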
Target sequence (P32245 whole entry, looked up): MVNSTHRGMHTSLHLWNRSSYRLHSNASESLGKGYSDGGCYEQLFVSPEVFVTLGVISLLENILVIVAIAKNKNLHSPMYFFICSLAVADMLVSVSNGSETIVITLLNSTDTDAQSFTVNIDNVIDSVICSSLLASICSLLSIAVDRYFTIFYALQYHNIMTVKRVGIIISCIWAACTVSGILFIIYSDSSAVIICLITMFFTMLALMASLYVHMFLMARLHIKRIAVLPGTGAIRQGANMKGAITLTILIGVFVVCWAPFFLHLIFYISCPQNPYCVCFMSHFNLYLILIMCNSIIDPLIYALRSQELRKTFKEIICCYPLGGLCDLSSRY
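Assay system: human MC4R-expressing U2OS cells; reagent: Melanotan II stimulation of cells; dosing: 6.5 µM single dose; timing: compound 30 min, challenge 1 h, detection 1 h; signal: TR-FRET cAMP assay; replicates: one well per compound, no replicates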
m5-HT2A agonist = mouse Htr2a agonists via beta-arrestin recruitment, primary screen, cell-based, luminescence. CHO-K1 mHTR2A beta-arrestin complementation; percent of 30 µM serotonin response. activation, % at 7.6 µM. 360,000 compounds, 0.66% hits. AID 624169, 2012;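 active = activation above a run cutoff, the mean activation of all tested compounds plus 3 SD, cut at about 14% in these data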;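 note: 0% = plate median of compound wells and 100% = 30 µM serotonin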
TLR9-MyD88 block = inhibitors of TLR9-MyD88 association in cells, primary screen, cell-based, CHO, BLA complementation, fluorescence. inhibition, % at 4.98 µM. 340,000 compounds, 0.21% hits. Toll-like receptor 9 (Homo sapiens) + Myeloid differentiation primary response protein …. CCF4 FRET ratio;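 active = inhibition above the mean over all tested compounds plus 3 SD, cut at about 21% in these data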;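 note: 0% = DMSO only wells and 100% = clavulanate BLA inhibitor control wells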
ABCB6 inh 2 = ABCB6 transporter inhibitors, primary screen, K562-ABCB6 cells, flow cytometry, MLPCN library; 360,000 compounds, 0.19% hits; K562-ABCB6 porphyrin accumulation, 1 h; stronger effect = lower value; fluorescence ratio to DMSO, % at 10 µM; AID 602162, 2011;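 active = fluorescence ratio to DMSO below 75%, the collection mean minus 3 SD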;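 note: signal is porphyrin accumulated inside mitochondria; 100% equals median channel fluorescence of DMSO control wells; lower ratio means ABCB6 inhibition with less porphyrin fluorescence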
MC4R barr agon = MC4R agonists recruiting beta-arrestin, primary screen, cell-based, luminescence, agonist arm of biased-ligand search | U2OS MC4R beta-arrestin complementation; percent of melanotan II response, DMSO zero | activation, % at 8.9 µM | 360,000 compounds, 0.98% hits | AID 540308, 2011;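 active = activation above a per-plate cutoff, the mean activation of sample wells on that plate plus 3 SD, cut at about 8% in these data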
ABHD5 PLIN5 PPI = ABHD5-PLIN5 interaction inhibitors, primary screen, cell lysate, split luciferase complementation, luminescence; Perilipin-5 (Homo sapiens) + 1-acylglycerol-3-phosphate O-acyltransferase ABHD5 (Homo …; inhibition, % at 4 µM; Split G. princeps luciferase complementation, 4 h; 360,000 compounds, 0.78% hits;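 active = inhibition above the mean inhibition across every tested compound plus 3 SD, cut at about 22% in these data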;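 note: 0% = DMSO only wells and the 100% control is not disclosed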
N-glyco inh = increase of ERlucT glycosylation luciferase signal, primary screen, N-linked glycosylation inhibitor project, D54 ERlucT cells, luminescence, set 2; 360,000 compounds, 0.23% hits; D54 ERlucT glycosylation luciferase reporter, 24 h; percent of 100 nM tunicamycin response; reporter increase, % at 12.5 µM;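 active = mean luciferase reporter signal, scaled so untreated is 0 and the glycosylation-blocking control 100, at or above a set limit in every replicate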;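 note: luciferase carries N-glycosylation sites so blocking glycosylation raises the light; 0% = median of neutral control wells and 100% = median of 100 nM tunicamycin wells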
NOD2-RIPK2 inh = NOD2-RIPK2 binding disruptors in cells, primary screen, fluorescence, CHO cells, BLA complementation | Receptor-interacting serine/threonine-protein kinase 2 (Homo sapiens), O43353 | CCF4 ratio | inhibition, % at 4.98 µM | 360,000 compounds, 0.38% hits | AID 624267, 2012; in the data active = inhibition above about 21%;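 note: 0% = vehicle only and 100% = reference blocker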
Target sequence (O43353 whole entry, looked up): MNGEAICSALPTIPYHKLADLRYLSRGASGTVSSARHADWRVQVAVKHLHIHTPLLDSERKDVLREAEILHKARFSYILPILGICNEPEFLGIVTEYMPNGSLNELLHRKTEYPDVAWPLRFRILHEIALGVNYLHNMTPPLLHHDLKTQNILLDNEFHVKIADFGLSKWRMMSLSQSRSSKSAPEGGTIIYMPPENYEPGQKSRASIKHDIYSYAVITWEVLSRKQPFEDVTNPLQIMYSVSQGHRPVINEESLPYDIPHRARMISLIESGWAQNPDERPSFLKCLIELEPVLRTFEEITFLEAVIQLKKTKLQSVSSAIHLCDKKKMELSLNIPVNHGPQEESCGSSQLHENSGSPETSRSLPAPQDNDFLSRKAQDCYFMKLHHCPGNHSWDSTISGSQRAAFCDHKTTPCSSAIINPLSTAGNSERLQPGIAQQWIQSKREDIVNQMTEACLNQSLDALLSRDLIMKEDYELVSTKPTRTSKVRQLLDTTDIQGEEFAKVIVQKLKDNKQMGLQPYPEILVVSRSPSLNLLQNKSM
Active calls of the source: *; . = no result given. Some of the compounds tested (hit frequency here may not be typical).

SMILES	NCOA2 inhibitor	H9c2 protect	MC4R antag cAMP	m5-HT2A agonist	TLR9-MyD88 block	ABCB6 inh 2	MC4R barr agon	ABHD5 PLIN5 PPI	N-glyco inh	NOD2-RIPK2 inh
CCC(Oc1ccccc1)C(=O)NCCCN1CCOCC1 (configuration not stated)	9	1	-8	7	-12	96	-1.5	1	-1	6
O=S(=O)(Nc1cc(Cl)ccc1-n1cncn1)c1ccc(F)cc1	-23	-9	0	-1	-4	99	-1.3	-3	3	-3
CCN(C(=O)CSc1nnc(Cc2ccccc2F)n1N)C1CCS(=O)(=O)C1 (configuration not stated)	-39	32	1	-5	-10	101	-1.8	-2	1	-7
Brc1ccc2ncnc(NCc3ccco3)c2c1	27	-14	3	7	-8	100	-0.5	6	-8	-3
O=C(c1ccco1)N1CCN(S(=O)(=O)c2ccc3c(c2)CCN3C(=O)C2CCC2)CC1	-1	0	1	4	2	92	-1.6	0	-2	7
CCCNC(=O)[C@H]1N2C(=O)c3c(ccc(OC)c3OC)C2SC1(C)C (some centres not stated)	-18	1	-2	8	-7	92	0.4	-4	-1	-6
CCOC(=O)N1CCN(C(=O)c2cccn3c(=O)c4cc(Cl)ccc4nc23)CC1	-11	7	-2	0	1	107	-0.4	4	-1	3
CS(=O)(=O)N1CCCC(C(=O)NCCCN2CCC(Cc3ccccc3)CC2)C1 (configuration not stated)	-7	2	9	-4	-20	95	2.7	1	1	-4
COc1ccccc1NS(=O)(=O)c1ccc(C)c(C(=O)NCC2(N(C)C)CCCCC2)c1	12	11	4	-2	7	97	-0.1	2	-2	0
CC(Oc1ccc(F)cc1)C(=O)Nc1cccc(-c2nn[nH]n2)c1 (configuration not stated)	-2	-2	-1	-4	-1	92	-4.8	-13	1	-13
CCCN(CCC)C(=O)Cn1c2ccccc2c2nc(=O)cc(C)n21	-1	4	3	2	-5	102	-0.5	11	0	-12
COc1cccc(N=Nc2c(N)[nH][nH]c2=O)c1	-25	-11	-26	1	-4	92	-1.7	-3	2	-5
CCC(=O)Nc1ccc(C(=O)N/N=C/c2cc(Br)c(OC)cc2OC)cc1	17	3	-2	11	-12	85	-1.1	2	1	-3
Cc1cc(NC(=O)c2ccc(S(=O)(=O)N3CCOCC3)cc2)no1	-10	-6	-8	8	2	101	0.7	5	1	-3
COc1cnc(SC(C)C)[nH]c1=O	21	1	3	-2	1	100	-1.6	-3	-1	-1
Cc1ccc(C(=O)N/C(=C\c2ccco2)C(=O)NCCN2CCOCC2)cc1	-4	4	3	-8	-15	98	-2.4	3	-2	-5
CCOC(=O)C1CCN(CC(=O)Nc2ccc(S(=O)(=O)N3CCC(C)CC3)cc2)CC1	32	-12	12	-6	2	88	0.2	-2	-2	-4
CC1(C)Cc2ccccc2C(NNC(=O)c2cccnc2)=N1	-9	5	12	-1	2	100	1.6	-4	2	-8
Cc1ccc(NC(=S)NCCCN2CCOCC2)cc1	-8	3	2	-3	9	98	-0.7	0	1	2
COc1ccccc1CNC(=O)COC(=O)/C=C/c1cccs1	-18	-1	5	2	0	98	-1.9	-4	0	-9
c1cc(C(c2nnnn2C2CCCC2)N2CCOCC2)ccn1 (configuration not stated)	21	0	13	0	-7	100	2.2	9	-1	-15
C=CCOc1c2ccc(C(=O)NCCc3ccc(C)cc3)cc2nn1C	7	2	-8	4	1	97	-1.8	1	3	-4
O=C(/C=C\Nc1ccc(S(=O)(=O)Nc2ncccn2)cc1)c1ccccc1	-27	-7	2	5	-3	100	2.6	3	1	-12
CCC1CCCCN1C(=O)CSc1nnc(-c2cccc(Cl)c2)o1 (configuration not stated)	-42	-14	0	-1	-6	99	-1.8	-8	-1	9
O=C(Nc1ccccc1)c1ccn[nH]1	-28	7	-1	3	-4	101	-0.5	2	-1	-6
CC(=O)Nc1ccc(S(=O)(=O)Nc2c(NC3CCCCC3)c3ccccc3oc2=O)cc1	-10	17	5	-1	-2	94	-2.0	3	0	-6
Cc1ccn2cc(CNS(=O)(=O)c3ccc(Cl)s3)nc2c1	-16	-4	15	-5	-1	93	0.6	-3	-1	4
Cc1ccc(S(=O)(=O)N(C)C[C@H]2Oc3ncc(-c4ccccc4)cc3C(=O)N([C@@H](C)CO)C[C@@H]2C)cc1	1	1	7	-5	3	100	0.0	-8	-1	4
CCn1nc(C)c(/C=N/NC(=S)Nc2ccc(Cl)cc2Cl)c1C	-8	-8	9	-3	2	96	-3.7	-11	5	-2
CCOC(=O)c1sc(NC(=O)CN2C(=O)NC3(CCC(C)CC3)C2=O)c(C(=O)OCC)c1C (configuration not stated)	7	-1	-3	2	-1	92	0.0	-8	0	-4
Cc1cc(C)c2nc(N3CCC(C(=O)NCCCN4CC(C)CC(C)C4)CC3)sc2c1 (configuration not stated)	-4	-8	28	-5	-15	102	-1.3	14	-4	2
CN(C(=O)COC(=O)c1ccc(NS(=O)(=O)c2cccs2)cc1)C1CCCCC1	-23	-5	4	3	-9	94	3.0	-2	0	-14
NC(=O)C1CCN(CC(=O)Nc2nccs2)CC1	-7	2	9	5	2	97	-0.5	4	1	6
COCC(=O)NCCc1ccc(S(N)(=O)=O)cc1	-7	1	21	-1	-8	101	-0.5	7	3	-3
COc1ccccc1/C=C/C(=O)NCC(=O)N/N=C/c1cccnc1	-9	4	-8	1	-4	91	-2.8	2	3	-9
O=C(N/C(=C\c1cccc(Br)c1)C(=O)N1CCOCC1)c1ccco1	22	11	0	-7	7	96	-0.7	-6	1	-9
CC1CC(C)CN(C(=O)Nc2ccccc2F)C1 (configuration not stated)	-37	4	10	-3	0	94	-0.3	-1	1	-16
COc1ccc(S(=O)(=O)N(C)c2ccc(C(N)=O)cc2)cc1	-3	-4	3	0	3	94	-2.4	-2	3	-4
C#CCNC(=O)C[C@@H]1C[C@@]2(C(=O)OCC)CCC=C2N(Cc2ccco2)C1=O	9	.	.	6	.	97	.	10	.	10
Cc1ccc2[nH]c(CSc3ccccc3)cc(=O)c2c1	-20	-8	0	-2	5	97	-1.6	-4	-3	0
CCOC(=O)C1CCCN(C(=O)c2cc3ncc(Br)cn3n2)C1 (configuration not stated)	3	1	12	-2	5	95	1.8	7	0	0
Cc1ccc(NC(=O)CSc2nnc(NC(=O)c3ccco3)s2)cc1	-22	-11	17	-2	-3	98	-0.8	2	0	-5
O=C(/C=C\c1cn(-c2ccccc2)nc1-c1ccccc1)Nc1nccs1	16	10	-3	1	4	97	1.6	-1	18	-9
O=C(NCCN1CCN(Cc2ccccc2)CC1)c1ccc(CS(=O)(=O)c2c(Cl)cccc2Cl)o1	-10	12	4	-7	9	97	-0.3	4	-2	-7
Cc1cc(C)cc(-n2nnc(C(=O)NCc3ccco3)c2N)c1	-5	0	12	-5	-3	95	-0.1	1	5	-12
CCCC(=O)NC(=S)Nc1ccc(N2CCOCC2)c(Cl)c1	2	-15	1	2	6	115	-1.3	-2	0	-1
COc1ccc(OC)c(NC(=O)CN2CCC(C(=O)c3ccc(C)cc3)CC2)c1	24	-7	12	-1	2	97	-1.6	-1	-5	-3
S=C(NCc1ccncc1)Nc1ccc(Br)cc1	-3	-5	8	5	0	99	0.8	-12	0	13
Cc1ccc(Sc2ncccc2C(=O)NCc2cc([N+](=O)[O-])ccc2O)cc1C	-7	-1	15	-5	1	101	0.1	8	1	-7
Cc1oc2c(C)c3oc(=O)c(CCC(=O)NCCCN4CCOCC4)c(C)c3cc2c1C	-24	1	-1	-2	-10	98	0.5	-9	-2	5
COc1cccc(NC(=O)CSc2ccc3nnc(-c4ccncc4)n3n2)c1	-18	2	-16	5	10	95	0.5	5	4	11
CCOC(=O)CN(C(=O)COc1nc(-c2ccccc2)cc(C)c1C#N)c1ccc(F)cc1	3	6	7	8	-1	96	0.4	8	1	0
O=C(NNC(=O)c1ccc(Cl)cc1Cl)c1cccs1	-34	-8	8	6	-7	102	-1.4	4	-3	-6
Cc1cc(C)cc(N2CC(O)Cn3c2nc2c3c(=O)[nH]c(=O)n2C)c1 (configuration not stated)	9	6	-1	4	-7	103	-1.0	-7	3	6
CNC(=O)Nc1ccc(Cl)cc1	-10	3	4	4	12	96	0.6	6	2	-11
c1ccc(-c2cn3cccnc3n2)cc1	-33	8	7	1	5	95	-1.4	-2	3	9
Cc1ccc(C(=O)ON=C2CCN(c3ccc([N+](=O)[O-])cc3)CC2)cc1	-13	-4	9	4	7	96	0.2	8	1	3
O=C1CCC(=O)N1c1cccc(OS(=O)(=O)c2ccccc2)c1	16	-3	7	2	2	97	-1.9	2	3	6
COc1ccccc1C(=O)Nc1nnn(C)n1	-18	0	11	0	-4	100	-0.1	3	1	0
CN1N=C(C(=O)N2CCc3c([nH]c4ccccc34)C2c2c(F)cccc2Cl)CCC1=O (configuration not stated)	7	8	7	0	2	96	-1.7	6	8	2
New compounds follow
SMILES	NCOA2 inhibitor	H9c2 protect	MC4R antag cAMP	m5-HT2A agonist	TLR9-MyD88 block	ABCB6 inh 2	MC4R barr agon	ABHD5 PLIN5 PPI	N-glyco inh	NOD2-RIPK2 inh
COc1ccc(CC(=O)N(C)Cc2ccc(OC(F)F)cc2)cc1S(=O)(=O)N1CCOCC1	-5	0	1	8	-27	96	-1.7	11	3	1
Cc1nc(SC2CCOC2=O)c2c(C)c(C)sc2n1 (configuration not stated)	-24	14	3	-1	3	103	0.1	6	7	-12
CC(C)C(=O)N(Cc1ccc2c(c1)OCO2)Cc1ccccn1	21	-2	11	-2	-10	113	-2.2	-3	0	-9
CCC(C)NS(=O)(=O)c1ccc(OCC(=O)Nc2ccc(F)cc2F)cc1 (configuration not stated)	-9	5	3	0	-3	97	-1.1	-2	-3	-9
CCNC(=S)NNc1nc(N2CCOCC2)nc(N2CCOCC2)n1	-34	5	21	-1	4	98	-1.9	-2	2	-7
Cc1snc(S(=O)(=O)Cc2ccccc2Cl)c1C#N	-12	3	14	2	0	87	-1.9	5	-1	3
Cc1ccc(/C=N/NC(=O)Cc2c[nH]c3ccccc23)c(C)c1	4	14	1	-6	9	89	1.8	-1	1	0
Cc1ccc(NC(=S)N2CCN(Cc3ccccc3)CC2)c(C)c1	-8	7	-2	9	4	97	2.4	8	5	-7
